EWS-Fli block = EWS/Fli transcriptional activity inhibition; A673 NR0B1-luciferase reporter, viability-normalised; inhibition, % at 12.6 µM; 350,000 tested, 0.67% active; AID 651661;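 active means mean inhibition of at least 50% after viability correction, with every replicate also passing that limit; inconclusive means mean reaches 50% but only one of two replicates passes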;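 further: firefly luciferase signal divided by Alamar Blue viability fluorescence both relative to DMSO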
PAX8 reporter = lowers PAX8-driven luciferase in RMG-I cells | RMG-I TPO-luciferase reporter, SteadyGlo, 24 h | 360,000 tested, 1.2% active | inhibition, % at 12.6 µM;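 active means mean replicate inhibition at least 60% with every replicate also reaching 60%; inconclusive means only one of the two criteria is met; inactive means mean below 60% and not all replicates reaching 60%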;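 further: luciferase light reporting Pax8 driven TPO promoter activity; plate controls were median of neutral control wells for no effect and mitoxantrone controls for full effect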
miR-122 sensor = miR-122 inhibition in Huh7 cells; activation (reporter increase), % at 12.5 µM; 340,000 tested, 0.3% active; Huh7 miR-122 Renilla luciferase sensor, 48 h; neutral wells = 0, positive control = 100;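 active means mean replicate activation score at least 90 and every replicate individually at or above 90; inconclusive means only one of the two criteria met; inactive means neither criterion met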;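 further: higher luciferase means less miR-122 activity so hits act as miR-122 inhibitors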
INS-1E GSIS act = GLuc luminescence reporter in INS-1E cells, primary screen for activators of glucose-dependent secretion of insulin | INS-1E GLuc reporter insulin secretion, 2-3 h | activation, % at 16.6 µM | 370,000 tested, 0.61% active;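 active means lowest replicate activation of at least 40%, so every replicate reaches that level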;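 further: 0% = median of neutral control wells and 100% = median of IBMX positive control wells; some compounds called inactive have numbers as strong as hits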
F508del corr = correctors of CFTR F508del function in bronchial epithelial cells; CFBE cells, YFP halide quenching; stimulated with forskolin plus potentiator P3; % fluorescence drop versus neutral controls; activity (quench increase), % at 7.58 µM; 350,000 tested, 0.36% active;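 active means mean added fluorescence quench of at least 8% versus neutral control, with both replicates also reaching 8%; inconclusive means only one of the mean or replicate conditions met; inactive means mean below 8% and not both replicates reaching 8%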;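 further: cells transiently co-express mutant CFTR-F508del with the halide-sensitive YFP; corrector assay measuring rescue of mutant channel to the surface after 24 h compound exposure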
FN deposition inh = fibronectin deposition inhibition | AH1F fibroblasts, Alexa488-fibronectin deposition fluorescence, overnight | inhibition, % at 12.6 µM | 350,000 tested, 0.086% active;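 active means mean inhibition across replicates of 30% or more, regardless of how many single replicates reach that level; inconclusive means mean under 30% yet at least half of replicates reach 30%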;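 further: positive control wells lacked labelled fibronectin entirely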
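Measured by – fluorescence 485/525 nm · System – AH1F fibroblast monolayer, labelled fibronectin deposition · Amount – 10000 cells per well · Buffer or medium – serum-reduced DMEM (2% serum) · Doses – single dose, pinned · Also added – fluorescent fibronectin at 24 nM final · Schedule – 1 h cell attachment, overnight exposure to compound and label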
DENV2 CPE = inhibitors of DENV2 cytopathic effect; DENV2-infected cells, cytopathic effect rescue, plate reader; 350,000 tested, 1.7% active; CPE inhibition, % at 9.99 µM; in the data active means CPE inhibition above about 20%, passing the limit was not always enough; inconclusive means no clear call, values can overlap the other calls; tested in BHK-21 cells;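 further: 0% = median of neutral control wells and 100% = median of positive control wells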
* hit, by the source's call; ? = inconclusive; . = not tested or not shown; [ ] = dose if it differs, or a comment.

SMILES	EWS-Fli block	PAX8 reporter	miR-122 sensor	INS-1E GSIS act	F508del corr	FN deposition inh	DENV2 CPE
COc1ccc(Cc2nnc(NC(=O)CS(=O)(=O)c3ccccc3)s2)cc1OC	4	-1	.	173	0.5	1	-4
CC1CCC(C#N)(N(C)C(=O)CSc2nnc(C3CC3)n2C2CC2)CC1 (stereo not given)	-5	4	1	-8	1.1	-1	-3
COc1ccc(S(=O)(=O)N2CCCCCC2)cc1NC(=O)CN1C(=O)NC(C)(c2ccc(C)cc2)C1=O (stereo not given)	10	17	5	-6	-2.3	0	0
Cc1ccccc1-c1csc(C(C)(O)c2ccccc2)n1 (stereo not given)	-3	7	9	.	-1.6	1	31*
COCCN1CN=C(NS(=O)(=O)c2ccc(C)cc2)NC1	.	-12	2	19	-2.4	-9	1
COc1cccc(-c2cn(CC[C@H]3CC[C@@H](NC(C)=O)[C@@H](CO)O3)nn2)c1	-2	18	.	16	-2.8	.	-4
O=C(c1ccc(Cl)cc1)N1CCCCC(Sc2nnc(-c3ccc4c(c3)OCO4)o2)C1=O (stereo not given)	.	70*	2	.	.	5	.
Cc1cc(C)cc(Cn2c3ccc(NC(=O)NCc4ccccc4)cc3c(=O)n2C)c1	-39	12	48	-15	-2.3	-2	20
O=C(Nc1cccc2cccnc12)C1CCCC1	-8	-7	-2	8	-0.7	6	2
CN1CCCCN2[C@H](CO)[C@H](c3ccc(/C=C/c4ccccc4)cc3)[C@H]2C1	-43	-43	5[16.7 µM]	-4	0.5	.	-32
O=c1[nH]c2cc3c(cc2cc1CN(CCCO)C(=S)NCc1ccco1)OCO3	-2	18	33	19	0.7	1	.
CSCCC(NC(=O)COc1ccccc1)C(=O)OCc1ccc(Cl)cc1 (stereo not given)	-3	-27	0	4	2.1	7	-4

Among those listed so far, 3 have an aryl methoxy group.
SMILES	EWS-Fli block	PAX8 reporter	miR-122 sensor	INS-1E GSIS act	F508del corr	FN deposition inh	DENV2 CPE
COc1ccc(Cc2nnc(NC(=O)CS(=O)(=O)c3ccccc3)s2)cc1OC	4	-1	.	173	0.5	1	-4
COc1ccc(S(=O)(=O)N2CCCCCC2)cc1NC(=O)CN1C(=O)NC(C)(c2ccc(C)cc2)C1=O (stereo not given)	10	17	5	-6	-2.3	0	0
COc1cccc(-c2cn(CC[C@H]3CC[C@@H](NC(C)=O)[C@@H](CO)O3)nn2)c1	-2	18	.	16	-2.8	.	-4

Continuation.
SMILES	EWS-Fli block	PAX8 reporter	miR-122 sensor	INS-1E GSIS act	F508del corr	FN deposition inh	DENV2 CPE
CNC[C@H]1OCCCC[C@H](C)Oc2ccc(N(C)C)cc2C(=O)N([C@H](C)CO)C[C@@H]1C	1	-25	4[16.7 µM]	16	-1.4	.	-3
O=C1[C@@H](Oc2ccccc2)[C@@H](c2cnc3ccccc3c2)N1c1ccccc1	3	22	9	0	-2.6	-7	-14
COc1cc(CN2CCC(Cc3ccccc3)CC2)cc([N+](=O)[O-])c1O	4	-23	0	0	1.5	0	-3
COc1ccc(S(=O)(=O)N(C)C[C@@H]2Oc3ccc(NS(=O)(=O)c4cccs4)cc3C(=O)N([C@H](C)CO)C[C@@H]2C)cc1	0	.	22[16.7 µM]	-6	-0.9	.	-2
COC(=O)C1=C(C)NC2=C(C(=O)CC(C)(C)C2)C1c1ccccn1 (stereo not given)	-1	.	-1	8	-2.1	.	14
COc1ccc(C(=O)NCCCNC(=O)c2cnccn2)cc1	1	-5	1	-4	-2.8	3	-6
COc1ccc(NC(=O)c2cc(-c3cc(Cl)ccc3C)n[nH]2)c(OC)c1	2	-6	-2	-3	-1.0	-1	?
Cc1cc(C)nc(N/N=C/c2ccc3c(c2)OCCO3)n1	-39	-43	1	14	-0.2	4	8
COc1ccc(C(=O)N2CCOC2CNC(=O)C(=O)NCc2ccc3c(c2)OCO3)cc1 (stereo not given)	5	-2	.	4	0.4	-13	-3
Cc1ccc(NC(=O)c2cc(F)c(F)cc2Cl)nc1	-43	-185	-9	12	-0.4	-6	1
CCNc1nc(OC)nc(Oc2ccc(C(=O)OC)cc2)n1	.	-2	-5	.	.	2	.
FC(F)C(F)(F)Oc1cccc(Nc2nccn3c(-c4cccc5ccccc45)cnc23)c1	-5	-1	-13	-9	2.4	-4	4
CCOC(=O)N1CCN(C(=O)CSc2ccc(-c3ccc(OC)c(OC)c3)nn2)CC1	-4	-1	-4	22	0.3	0	-3
Cn1c(N)c(C(=O)COC(=O)C2CCCC2)c(=O)n(C)c1=O	-4	-3	.	8	0.3	8	-7
C[C@H]1CN([C@@H](C)CO)C(=O)Cc2cc(NS(=O)(=O)c3ccc(F)cc3)ccc2O[C@H]1CN(C)S(=O)(=O)c1cn(C)cn1	-2	-40	7[16.7 µM]	21	-4.1	.	-1
CN(C)[C@@H](CO)c1nnc([C@H](CC(=O)O)NC(=O)C2CCNCC2)o1	-6	-37	5	1	2.2	3	1
CO[C@H]1CN(C)C(=O)c2cc(NC(=O)C3CC3)ccc2OC[C@@H](C)N(C(=O)c2cnccn2)C[C@H]1C	-3	-8	.	16	-1.7	-7	-11
Cc1cc(N2CCN(C(=O)OC(C)(C)C)C[C@H]2C)ccc1N1CCN(Cc2ccccc2)[C@@H](C)C1	33	15	.	.	0.2	-1	16
COC(=O)N/N=C/c1cc(N=Nc2ccccc2)ccc1O	-1	-63	0	7	1.9	0	6
Nc1nc2ccccc2n1C(=O)CCc1ccccc1	.	-167	-1	-16	.	10	.
Cc1ccc(Cc2c(-c3ccc(Br)cc3)nc3ccc(Br)cn23)cc1	9	-12	1	-22	0.0	-4	2
CCN(C(=O)c1cnc2scc(C)n2c1=O)c1ccccc1C	6	11	2	.	5.3	-2	0
COc1ccc(CNC(N)=O)cc1	.	-1	-17	.	.	1	.
CCn1c(SCC(=O)OC2CCCCC2)nc2ccccc2c1=O	.	.	-2	-3	.	-12	.
O=C(O)C1CCN(C(=O)CCN2C(=O)S/C(=C\c3ccccc3)C2=O)CC1	-3	-3	-4	12	0.6	-6	8
CCCc1nc(SCC(=O)N2CCC(C)CC2)c2c(=O)n(C)c(=O)n(C)c2n1	-10	34	-4	-54	-1.0	2	0
COc1ccc(Nc2nc(N)c(C(=O)c3ccc(OC)cc3)s2)cc1	14	36	11	-13	5.7	30	0
O=C(C[C@H]1CC[C@H](NC(=O)c2ccccc2)[C@@H](CO)O1)NCCc1ccncc1	-4	.	.	7	0.5	-2	-2
O=C(Nc1ccc(-c2csc(Nc3cccc(C(F)(F)F)c3)n2)cc1)c1cccc(C(F)(F)F)c1	-14	53	0	.	-5.1	17	-1
O=C(NNC(=O)c1ccc(Br)cc1)c1ccncc1	-5	-3	0	18	-2.1	-1	-2
COc1ccc(NC(=O)N2CC(=O)N3[C@H](C2)[C@H](c2ccc(-c4ccc(C)cc4)cc2)[C@@H]3CO)cc1	-17	-13	.	-30	1.3	.	14
O=C(C1CCOCC1)N1CC2(C1)[C@@H](c1ccccc1)[C@@H](CO)N2CCC(F)(F)F	2	2	.	-3	-4.6	.	-9
Nn1c(COc2ccccc2)nnc1SCC(=O)O	.	10	-13	8	.	-5	.
CCCNC(=O)N1[C@@H]2CNC[C@H]1C2c1ccc(-c2ccc(C#N)cc2)cc1 (stereo not given in full)	7	3	.	9	-1.3	1	18
C[C@H]1CN([C@@H](C)CO)C(=O)Cc2cc(NC(=O)CCN3CCOCC3)ccc2O[C@@H]1CN(C)Cc1ccc(Cl)c(Cl)c1	-7	3	-3[16.7 µM]	-16	-2.4	.	13
O=C(NCC1CCCO1)c1ccc(COc2ccccc2Br)cc1 (stereo not given)	-25	33	3	-19	.	-5	4
Cc1occc1C(=O)Nc1cccc(/C=C/C(=O)O)c1	.	17	0	4	.	6	.
O=C(NCc1cccc(Br)c1)c1cc(-c2ccccc2)nn1CC1CC(c2cccnc2)=NO1 (stereo not given)	2	15	9	-17	1.8	10	-19
CC(C)C[C@H](NC(=O)OC(C)(C)C)C(=O)N[C@@H](CO)[C@H](O)[C@@H]1C[C@@H]1C(=O)NC1CCCCC1	-3	-31	6	-5	-2.1	3	-11
CN1/C(=C/C2CC(=O)N(c3ccc([N+](=O)[O-])cc3)C2=O)C(C)(C)c2ccccc21 (stereo not given)	3	.	-6	-39	0.2	.	8
Cc1nc(Cc2nnc(SCC(=O)N3c4ccccc4NC(=O)C3(C)C)o2)cs1	8	2	-10	.	-2.6	6	-2
Cc1oc2ccc(OCc3c(F)cccc3Cl)cc2c1C(=O)O	-15	14	.	24	-1.0	10	9
CCN(CC(=O)Nc1ccccc1C(F)(F)F)CC(=O)NC1CC1	3	-2	-1	-9	-0.8	-1	18
Cc1ccc(S(=O)(=O)N(C)C[C@@H]2Oc3ccc(NC(=O)Cn4cnnn4)cc3CC(=O)N([C@H](C)CO)C[C@@H]2C)cc1	-12	-6	-10[16.7 µM]	1	-1.0	.	31*
COc1ccccc1-c1cc(NC(C)=O)c2ncc(-c3ccc(S(C)(=O)=O)cc3)n2c1	2	-9	-1	10	0.0	-7	10
COc1ccc(C)cc1S(=O)(=O)N1CCN(C)CC1c1ccccc1 (stereo not given)	-7	-6	-2	-1	-1.8	-1	5
CCCc1cc(=O)oc2cc(OCC(=O)NCCc3ccc(S(N)(=O)=O)cc3)ccc12	3	9	-1	16	4.7	19	2
COc1ccc(-c2nc3ccc(N4CCCC4)cc3c(=O)[nH]2)cc1OC	.	1	5	.	.	-1	.
COc1ccc2c(c1)CC/C(=C\c1ccc(C)o1)C2=O	-61	-156	-5	-34	-8.9	-2	1
COc1ccc2c3c(n(C)c2c1)[C@@H](CO)N(C(=O)c1ccc(F)cc1)CC31CN(C(=O)c2ccc(F)cc2)C1	12	.	.	-25	2.7	.	2
COc1ccc(-c2onc3ccc(C(C)=O)cc23)cc1	-73	-99	.	2	-0.6	5	-3
COc1ccccc1CN(C)C[C@H]1OCc2cn(nn2)CCCC(=O)N([C@@H](C)CO)C[C@H]1C	3	.	-2[16.7 µM]	7	2.2	-16	-1
O=C1c2ccccc2C(=O)N1N=Cc1ccc2c(c1)OCO2	-53	-14	.	1	0.4	.	2
OC1(CNCc2cn[nH]c2-c2cc3ccccc3o2)CCCCC1	5	3	-2	-12	0.4	-6	-2
CO[C@H]1CN(C)C(=O)c2cc(NC(C)=O)ccc2OC[C@H](C)NC[C@H]1C	8	10	.	-1	-0.1	.	.

Source: PubChem BioAssay
